Screening results as filed in PubChem.
Pol iota inh: blocks human DNA polymerase iota activity. Q9UNA4. Pol iota fluorescent replication assay, 10 min. Potency, µM (series often up to 115 µM), for the others: top-dose activity, negative = inhibition, most hits filed as inhibitors. hit rate 1% among 390,000. AID 588590
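Pol iota at 10 nM preincubated 15 min with compounds at room temperature; reaction started with fluorescent substrate, 50 nM final. Fluorescence read kinetically at 0 and 10 min; buffer-only wells as negative control.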
Pol beta inh: blocks human DNA polymerase beta activity; P06746; Pol beta primer extension/strand displacement, fluorescence kinetic; Potency, µM (highest dose often 114 µM), inactives show at the highest dose activity change, negative = inhibition, actives largely listed as inhibitors; hit rate 1.3% among 340,000; AID 485314; further: on the % scale 0 is the no-effect control and ±100 the full control effect
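Human Pol beta at 10 nM; strand-displacement substrate 50 nM final. Compound exposure 15 min at room temperature before start, reaction 10 min at room temperature.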
Anesthetic bind: candidate novel general anesthetic via apoferritin binding; P02791; apoferritin/1-aminoanthracene competitive binding, fluorescence; Potency, µM (top dose mostly 77.5 µM), without a hit: at the highest dose activity change, negative = displacement, hits mostly inhibitors; hit rate 0.074% among 350,000; AID 485281; further: on the % scale 0 is the no-effect control and ±100 the full control effect; nearly all actives have a fitted effect of over 20% in size
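Probe: 1-aminoanthracene (50% saturated, PBS). Protein: horse-spleen apoferritin, 10 uM. Incubation: 10 min, room temperature. Detection: 380 nm excitation, 535 nm emission. Analysis: normalized response, four-parameter Hill.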
BLM inh: inhibitors of human Bloom syndrome helicase BLM; P54132; recombinant BLM DNA unwinding, fluorescence dequenching; Potency, µM (series often up to 56.1 µM), inactives show top-dose activity change, negative = inhibition, usual class: inhibitors; hit rate 0.2% among 350,000; AID 2528;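 further: plate controls were vehicle for no effect and no enzyme for full effect; nearly all actives have a fitted effect of over 35% in size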
Target sequence (P54132 whole entry, looked up): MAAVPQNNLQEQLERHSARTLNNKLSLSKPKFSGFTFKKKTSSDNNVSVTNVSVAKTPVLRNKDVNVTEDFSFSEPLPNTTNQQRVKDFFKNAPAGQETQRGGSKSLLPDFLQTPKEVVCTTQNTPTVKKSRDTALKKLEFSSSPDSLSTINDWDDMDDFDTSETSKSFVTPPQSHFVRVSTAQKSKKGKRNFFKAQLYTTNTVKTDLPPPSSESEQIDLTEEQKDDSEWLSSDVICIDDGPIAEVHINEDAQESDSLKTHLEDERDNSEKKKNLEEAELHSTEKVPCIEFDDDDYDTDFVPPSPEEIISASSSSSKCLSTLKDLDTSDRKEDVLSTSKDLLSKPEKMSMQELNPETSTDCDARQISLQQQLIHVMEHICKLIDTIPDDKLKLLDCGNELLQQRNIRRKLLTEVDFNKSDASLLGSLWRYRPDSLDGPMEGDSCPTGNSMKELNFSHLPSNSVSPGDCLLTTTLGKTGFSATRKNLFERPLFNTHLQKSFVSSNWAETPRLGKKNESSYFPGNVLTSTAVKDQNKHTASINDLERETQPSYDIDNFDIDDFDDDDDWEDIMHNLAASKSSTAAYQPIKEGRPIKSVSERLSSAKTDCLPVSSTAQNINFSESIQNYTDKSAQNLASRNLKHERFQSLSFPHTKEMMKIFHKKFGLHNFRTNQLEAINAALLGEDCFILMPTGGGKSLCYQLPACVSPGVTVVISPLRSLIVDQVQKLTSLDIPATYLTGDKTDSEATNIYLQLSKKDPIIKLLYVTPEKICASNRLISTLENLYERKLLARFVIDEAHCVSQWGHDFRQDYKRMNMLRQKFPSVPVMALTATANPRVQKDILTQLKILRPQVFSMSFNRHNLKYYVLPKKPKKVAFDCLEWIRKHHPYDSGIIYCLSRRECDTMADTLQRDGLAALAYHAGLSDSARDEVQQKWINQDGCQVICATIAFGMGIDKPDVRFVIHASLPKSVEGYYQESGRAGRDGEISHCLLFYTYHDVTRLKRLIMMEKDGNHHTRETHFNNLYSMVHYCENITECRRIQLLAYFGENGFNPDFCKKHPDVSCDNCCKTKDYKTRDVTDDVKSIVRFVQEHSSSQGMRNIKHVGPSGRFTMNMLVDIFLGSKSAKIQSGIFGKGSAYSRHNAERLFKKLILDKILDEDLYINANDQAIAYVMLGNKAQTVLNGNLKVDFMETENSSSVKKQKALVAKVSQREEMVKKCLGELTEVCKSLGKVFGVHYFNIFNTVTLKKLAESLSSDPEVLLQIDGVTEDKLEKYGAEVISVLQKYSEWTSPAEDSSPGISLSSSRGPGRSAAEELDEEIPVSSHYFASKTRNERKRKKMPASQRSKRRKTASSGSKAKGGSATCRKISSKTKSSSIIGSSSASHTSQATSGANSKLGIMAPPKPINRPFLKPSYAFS
POLK inh: blocks human DNA polymerase kappa activity | Q9UBT6 | purified Pol kappa, fluorescent DNA synthesis assay, 10 min | Potency, µM (doses to about 107 µM), for the others: top-dose activity, negative = inhibition, usual class: inhibitors | hit rate 0.53% among 400,000 | AID 588579; further: on the % scale 0 is the no-effect control and ±100 the full control effect
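Kinetic fluorescence screen: compound preincubated 15 min RT with 10 nM enzyme; 50 nM substrate (final) initiates; reads at 0/10 min.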
G9a block: G9a (human) methyltransferase inhibition. Q96KQ7. G9a H3K9 monomethylation, AlphaScreen, 2 h. Potency, µM (titrated, usually from 102 µM), for inactives: at the top dose activity, negative = inhibition, usual class: inhibitors. hit rate 8.8% among 350,000. AID 504332; further: on the % scale 0 is the no-effect control and ±100 the full control effect; nearly all actives have a fitted effect of over 75% in size
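Readings reflect AlphaScreen signal from monomethyl-H3K9 antibody detection. HMT at 20 nM; substrate b-H3K9 500 nM; cofactor SAM 20 uM; 2 h RT reaction; compounds tested as titrations in qHTS with 15 min preincubation.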
Pol eta inh: DNA polymerase eta (human) inhibition; Q9Y253; recombinant Pol eta, fluorescent DNA replication assay; Potency, µM (titrated, usually from 114 µM), for inactives: at the top dose activity change, negative = inhibition, most hits filed as inhibitors; hit rate 1.2% among 390,000; further: on the % scale 0 is the no-effect control and ±100 the full control effect
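Pol eta at 10 nM preincubated with compounds 15 min at room temperature; reaction started with fluorescent substrate (50 nM final) and read kinetically at 0 and 10 min.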
APE1 inh: inhibitors of human APE1 endonuclease; AID 2517; hit rate 0.35% among 350,000; P27695; recombinant APE1, TAMRA/BHQ-2 abasic DNA cleavage fluorescence; Potency, µM (series often up to 65.8 µM), without a hit: at the top dose activity change, negative = inhibition, usual class: inhibitors;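 further: plate controls were vehicle for no effect and reference inhibitor for full effect; nearly all actives have a fitted effect of over 55% in size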
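Step 1: APE1 (0.75 nM) with compound, 15 min RT. Step 2: add 50 nM fluorophore/quencher THF duplex. Step 3: three fluorescence reads 60 s apart (525/598 nm); read 3 minus read 1 = reaction progress.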
BAZ2B inh: inhibitors of human BAZ2B bromodomain | Q9UIF8 | AlphaScreen BAZ2B-H3K14Ac peptide displacement | Potency, µM (highest dose often 114 µM), for inactives: top-dose activity change, negative = inhibition, hits mostly inhibitors | hit rate 4.4% among 360,000 | AID 504333; further: on the % scale 0 is the no-effect control and ±100 the full control effect; nearly all actives have a fitted effect of over 60% in size
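AlphaScreen displacement: compounds (up to 110uM) incubated 30 min at room temperature with a preformed 50 nM BAZ2B/50 nM biotinylated H3K14Ac peptide complex in PBS pH 7.4 with Tween-20. Donor and acceptor beads at 10 ug/mL final added, 20 min light-protected before reading.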
An asterisk follows results filed as active; u = inconclusive; x = not tested or not shown; & = joins results of further samples; [ ] = another dose, or the depositor's remark. The call rests on the fitted dose curve; in most records, active means well fitted curve in the direction sought with a large enough effect; inconclusive means small, poorly fitted or top-dose-only effect, or another doubt; inactive means no such curve, though single readings can be large; an effect the other way counts as inactive or inconclusive. Potency means the concentration at half of the fitted maximal effect.

SMILES	Pol iota inh	Pol beta inh	Anesthetic bind	BLM inh	POLK inh	G9a block	Pol eta inh	APE1 inh	BAZ2B inh
O=C(O)CC12CC3CC(C1)CC(n1ncc(NCC4CCCO4)c(Cl)c1=O)(C3)C2 (stereo not drawn)	-15%	31%[activator]	-4%	0%	-3%	56µM*	-5%	0%	-13%
CC1CCCCN1C(=S)NCCc1ccccc1 (stereo not drawn)	-8%	10%	u	0%	1%	u	-7%	-3%	26%
C/C(=N/NC(=O)CCc1ccccc1)c1ccco1	14%	25%	-12%	2%	2%[60.1 µM]	x	19%	18%	-5%
CCCN(CCC)Cc1c(C(=O)N/N=C/c2ccco2)nnn1-c1nonc1N	17%	72%	u	-1%	-9%	11%	-16%	9%	-2%
CCCNC(=O)c1c(NC(=O)c2ccccc2)sc2c1CCC(C(C)(C)C)C2 (stereo not drawn)	-16%	u	3%	-12%	-5%	-2%[59 µM]	-8%	x	-6%
CC(=O)N1CCc2cc(Br)cc(S(=O)(=O)N3CCC(C(=O)O)CC3)c21	u	u	-14%	-2%	-24%	50µM*	u	-13%	-30%
COCc1cc(=O)n2[nH]cc(-c3ccccc3)c2n1	37%[activator]	-1%	2%	0%	2%	2%[0.501 µM]	-18%	5%	7%
O=C(NCc1cccc2[nH]ccc12)C1CCC(=O)N(CCc2ccc(Cl)cc2)C1 (stereo not drawn)	77%[activator]	31%	-8%	-3%	-7%	57%[activator]	-15%	22%	4%
O=C(CN(Cc1ccc(F)cc1)C(=O)CCC(=O)Nc1nccs1)NCC1CCCO1 (stereo not drawn)	43%[activator]	15%	23%	-4%	-1%	-10%	3%	41%	-11%
Cc1ccc2c(=O)cc(C(=O)Nc3sc4c(c3C(N)=O)CCCC4)oc2c1	-2%	23%	-3%	-5%	20%	-22%[59 µM]	6%	x	-5%
O=C(Nc1nnc(CCc2ccccc2)s1)c1ccccc1F	140%[activator]	u	-13%	2%	-5%	x	u	-11%	14%
O=C(CN1CCN(c2ccccc2)CC1)Nc1ccc(OCc2ccccc2)cc1	2%	5%	-11%	-7%	-5%	u	-15%	-12%	u
COc1ccc(-n2nc(C(=O)NCC(=O)N3CCN(c4ccccc4F)CC3)c3ccccc3c2=O)cc1	-17%	29%	-5%	0%	-10%	9%	2%	-7%	0%
CC(=O)Nc1ccc(NC(=O)C2CC(=O)N(c3cccc(Cl)c3)C2)cc1 (stereo not drawn)	24%	20%	0%	-4%	-1%	15%	-5%	1%	-18%
CCOc1ccc2nc(N(CCCN(C)C)C(=O)c3ccc(S(=O)(=O)N4CCCC4)cc3)sc2c1	3%	-26%	-5%	1%	-1%	u	11%	8%	u

At a glance, 7 of the compounds above.
SMILES	Pol iota inh	Pol beta inh	Anesthetic bind	BLM inh	POLK inh	G9a block	Pol eta inh	APE1 inh	BAZ2B inh
O=C(CN(Cc1ccc(F)cc1)C(=O)CCC(=O)Nc1nccs1)NCC1CCCO1 (stereo not drawn)	43%[activator]	15%	23%	-4%	-1%	-10%	3%	41%	-11%
Cc1ccc2c(=O)cc(C(=O)Nc3sc4c(c3C(N)=O)CCCC4)oc2c1	-2%	23%	-3%	-5%	20%	-22%[59 µM]	6%	x	-5%
O=C(Nc1nnc(CCc2ccccc2)s1)c1ccccc1F	140%[activator]	u	-13%	2%	-5%	x	u	-11%	14%
O=C(CN1CCN(c2ccccc2)CC1)Nc1ccc(OCc2ccccc2)cc1	2%	5%	-11%	-7%	-5%	u	-15%	-12%	u
COc1ccc(-n2nc(C(=O)NCC(=O)N3CCN(c4ccccc4F)CC3)c3ccccc3c2=O)cc1	-17%	29%	-5%	0%	-10%	9%	2%	-7%	0%
CC(=O)Nc1ccc(NC(=O)C2CC(=O)N(c3cccc(Cl)c3)C2)cc1 (stereo not drawn)	24%	20%	0%	-4%	-1%	15%	-5%	1%	-18%
CCOc1ccc2nc(N(CCCN(C)C)C(=O)c3ccc(S(=O)(=O)N4CCCC4)cc3)sc2c1	3%	-26%	-5%	1%	-1%	u	11%	8%	u

More structures:
SMILES	Pol iota inh	Pol beta inh	Anesthetic bind	BLM inh	POLK inh	G9a block	Pol eta inh	APE1 inh	BAZ2B inh
COc1ccc(C(C)NS(=O)(=O)Cc2ccccc2)cc1 (stereo not drawn)	104%[activator]	30%	-11%	0%	-6%	50µM*	-4%	-2%	-9%
CCOc1ccc(NC(=O)c2ccc(NC(=O)Cc3n[nH]c(=O)c4ccccc34)cc2)cc1	26%	1%	-6%	-11%	-2%	56µM*	0%	4%	-14%
COc1ccc(-c2noc(C(C)NC(=O)c3ccco3)n2)cc1 (stereo not drawn)	12%	21%	2%	2%	-17%	-1%[59 µM]	-2%	x	-5%
Cc1nnc(NC(=O)COc2ccc3c(C)cc(=O)oc3c2)s1	u	20µM*	98%[activator]	-20%	-23%	8.9µM*	10µM*	-10%	u
C=CCN(CC=C)C(=O)c1cc(Cl)ccc1[N+](=O)[O-]	10%	14%	9%	4%	-5%	-46%[59 µM]	-1%	2%	0%
CCOC(=O)Cn1nc(-c2ccc(C)cc2)c2ccccc2c1=O	144%[activator]	20%	-10%	-4%	-11%	-10%[12.7 µM]	-3%	-11%	1%
c1ccc2[nH]c(NCc3ccc4c(c3)OCO4)nc2c1	9%	1%	-11%	-13%	-7%	x	-15%	2%	-16%
C=CCOc1ccc(/C=C/C(=O)OCC(=O)NCC2CCCO2)cc1 (stereo not drawn)	57%[activator]	x	x	x	-17%	6%[12.7 µM]	-9%	20%	-5%
CC1CCCCC1NC(=O)CCS(=O)(=O)c1cc2c(cc1Cl)NC(=O)CO2 (stereo not drawn)	18%	40%	4%	0%	-3%	15%	-10%	22%	-20%
NC(=O)c1ccccc1OCC(=O)NC12CC3CC(CC(C3)C1)C2	-23%	-1%	u	3%	-22%	u	-11%	-1%	-5%
CCOCCCNc1nc(-c2ccccc2)nc2ccccc12	-4%	1%	-16%	-14%	-10%	14%	-18%	21%	6%
Cc1nnc(SCC(=O)N2CC(C)OC(C)C2)n1-c1ccccc1 (stereo not drawn)	32%[activator]	65%	6%	-13%	1%	-2%	-4%	3%	3%
C[C@@H]1CN(c2c(F)c(F)c3c(=O)c(C(=O)O)cn(C4CC4)c3c2F)C[C@H](C)N1	24%	1%	-2%&-3%	6%&-5%&-10%	-3%	-2%	-4%	56%&-7%[activator]	0%
Cc1ccnc(NC(=O)CCCc2c[nH]c3ccccc23)c1	-24%	11%	-1%	-7%	-9%	20%[12.7 µM]	-14%	-3%	u
O=S(=O)(c1ccc(Br)cc1)N1CCn2cccc2C1c1ccc(Br)cc1 (stereo not drawn)	4%	-14%	-7%	-8%	-10%[60.1 µM]	-19%[59 µM]	-16%	x	-11%
CC(=O)Nc1ccc(S(=O)(=O)Nc2nnc(Cc3ccc(Cl)cc3)s2)cc1	96%[activator]	3%	-4%	1%	-2%	22µM*	-19%	2%	-24%
Cc1cccc(CNC(=O)Cn2ccc3cc(S(=O)(=O)N4CCCC4)ccc32)c1	48%&13%[activator]	14%&-6%	-14%&1%	-1%&0%	2%&1%	12%	-10%&-14%	11%	-2%[57.1 µM]
CC(C)OCCCNC(=O)C1CCC(CNS(=O)(=O)c2ccc(Cl)cc2)CC1 (stereo not drawn)	4%	35%	-9%	0%	-8%	12%	-13%	7%	10%
O=c1c2cc([N+](=O)[O-])cc([N+](=O)[O-])c2[nH]n1-c1ccccc1	u	-8%	-3%	-12%	-11%	28µM*	u	10%	40µM*
COCCn1c(SC(C)C(=O)NCC2CCCO2)nc2scc(-c3ccc(F)cc3)c2c1=O (stereo not drawn)	23%	x	x	x	0%	-30%	-9%	2%	8%
CC(NC(=O)C1CCCN(S(=O)(=O)N2CCOCC2)C1)c1ccccc1 (stereo not drawn)	-19%	10%	-3%	-1%	2%	15%[0.0925 µM]	-1%	2%	5%
Cc1cc(NCCCN2CCOCC2)n2nc(C)c(-c3ccc(F)cc3)c2n1	6%	6%	-9%	4%	-1%	-6%[59 µM]	-19%	-3%	-6%
COc1ccc(C2(CNC(=O)C(=O)Nc3ccc(C)c(Cl)c3)CCCC2)cc1OC	-1%	2%	-8%	-4%	-15%	-2%[59 µM]	-17%	x	0%
CCc1cc[n+](-c2nc([O-])sc2C=O)cc1	u	9%	-4%	-6%	-16%	u	u	-9%	-35%
Cn1cnc(S(=O)(=O)N2CCC(C(=O)NCc3ccc(F)cc3)CC2)c1	-3%	1%	18%	2%	-9%[60.1 µM]	8%[59 µM]	1%	x	-2%
CCC(C)c1ccccc1NC(=O)CN(C)CC(=O)Nc1ccccc1SC (stereo not drawn)	44%[activator]	29%	5%	-3%	-3%	-1%	-27%	30%	-5%
COc1cccc(NC(=O)C(Sc2nnc(-c3ccncc3)n2-c2ccc(Cl)cc2)c2ccccc2)c1 (stereo not drawn)	-3%	0%	-13%	-10%	-8%	1%[59 µM]	-26%	-8%	-35%
Cc1onc(C(=O)NCc2cccs2)c1[N+](=O)[O-]	14%	-11%	-5%	-9%	-1%	-3%	-6%	3%	-8%

In the list so far, these have bromine.
SMILES	Pol iota inh	Pol beta inh	Anesthetic bind	BLM inh	POLK inh	G9a block	Pol eta inh	APE1 inh	BAZ2B inh
CC(=O)N1CCc2cc(Br)cc(S(=O)(=O)N3CCC(C(=O)O)CC3)c21	u	u	-14%	-2%	-24%	50µM*	u	-13%	-30%
O=S(=O)(c1ccc(Br)cc1)N1CCn2cccc2C1c1ccc(Br)cc1 (stereo not drawn)	4%	-14%	-7%	-8%	-10%[60.1 µM]	-19%[59 µM]	-16%	x	-11%

Not all compounds are listed; rates above refer to the full screens.
